cardiac RTF act = cardiac RTF calcium sensitivity activators, primary screen, biochemical, IANBD-TnC fluorescence, EC20 calcium; Troponin I, cardiac muscle (Homo sapiens) + Troponin T, cardiac muscle (Homo sapiens) + …; IANBD-labeled TnC RTF fluorescence at EC20 calcium; 0% EC20 calcium, 100% full calcium; activation, % at 7.2 µM; 340,000 tested, 0.24% active;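 active = activation above the mean over all tested compounds plus 3 SD, cut at about 30% in these data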;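 note: rise in fluorescence read as greater calcium sensitivity of cardiac thin filaments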
SR-BI DiI-HDL act = activators of SR-BI mediated DiI-HDL uptake, primary screen, ldlA[mSR-BI] CHO cells, DiI fluorescence | 3 h; 100 = double the neutral-control signal | activation, % at 12.5 µM | 320,000 tested, 0.096% active | AID 504775, 2011;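 active = mean replicate activation of at least 60% and every replicate at or above 60%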;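 note: 0% = median plate neutral-control signal and 100% = twice that signal; values of inactives mirror those of a sister screen read the other way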
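Assay system: LDL receptor-deficient CHO ldlA cells overexpressing murine SR-BI / Medium: BSA-supplemented, HEPES-buffered Ham's F12, pH 7.4 / Probe or stimulus: DiI-labelled HDL at 10 µg/mL final / Timing: compound with DiI-HDL co-incubation, 3 h at 37 °C / Technique: bottom-read cell fluorescence after medium removal, ex 550/em 595 nm / Measure: HDL uptake via cellular fluorescence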
Rtt109 HAT inh = inhibitors of C. albicans Rtt109/Vps75 HAT, primary screen, biochemical, ThioGlo CoA-SH fluorescence, plate reader; Histone acetyltransferase RTT109 (Candida albicans (strain SC5314 / ATCC MYA-2876)), …; purified Rtt109/Vps75, 4 h; inhibition, % at 34.9 µM; 330,000 tested, 0.16% active; AID 540336, 2011;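 active = inhibition of at least 50% in every replicate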
Target sequence (Q5AAJ8 whole entry, looked up): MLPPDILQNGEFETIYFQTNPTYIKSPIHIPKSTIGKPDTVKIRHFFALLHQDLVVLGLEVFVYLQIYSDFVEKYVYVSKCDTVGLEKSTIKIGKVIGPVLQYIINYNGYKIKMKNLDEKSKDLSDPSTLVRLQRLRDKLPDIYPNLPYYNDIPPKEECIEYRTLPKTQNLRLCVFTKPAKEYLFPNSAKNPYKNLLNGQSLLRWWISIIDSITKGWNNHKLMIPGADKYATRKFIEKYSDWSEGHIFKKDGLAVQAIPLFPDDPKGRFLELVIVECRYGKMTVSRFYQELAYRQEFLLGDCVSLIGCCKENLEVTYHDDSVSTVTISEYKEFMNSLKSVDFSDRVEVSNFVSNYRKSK
Cardiac RTF inh = cardiac RTF calcium sensitivity inhibitors, primary screen, biochemical, IANBD-TnC fluorescence, EC70 calcium; AID 493244, 2011; Troponin I, cardiac muscle (Homo sapiens) + Troponin T, cardiac muscle (Homo sapiens) + …; IANBD-labeled cardiac RTF, Ca2+ fluorescence; inhibition, % at 7.15 µM; 340,000 tested, 0.12% active;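 active = inhibition above the mean inhibition of all tested compounds plus 3 SD, cut at about 17% in these data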;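 note: assay run at fixed EC70 calcium of 1.6 mM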
DAGLB inhibitor = DAGLB lipase inhibitors, primary screen, biochemical, fluorescence, HTS | Diacylglycerol lipase-beta (Homo sapiens), Q8NCG7 | HEK293T DAGLB membrane lysate, EnzChek fluorogenic substrate | inhibition, % at 5.17 µM | 340,000 tested, 0.059% active; in the data active = inhibition above about 34%;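 note: 0% = enzyme with vehicle and 100% = wells lacking enzyme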
CAL PDZ FP-1 = untagged CAL PDZ binding inhibitors, primary screen, biochemical, fluorescence polarization, HTS | inhibition, % at 24.9 µM | purified CAL PDZ, TMR-peptide fluorescence polarization, 1 h | Golgi-associated PDZ and coiled-coil motif-containing protein (Homo sapiens), Q9HD26 | AID 602252, 2012 | 300,000 tested, 0.92% active;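 active = mean inhibition of at least 30% with at least half of replicates also reaching 30%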;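 note: 0% = DMSO neutral control and 100% = excess unlabeled competitor peptide PRC23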
LANA DNA inh = inhibitors of KSHV C-LANA binding to DNA, primary screen, biochemical, fluorescence polarization, FAM-LBS DNA, MBP-C-LANA, single point | Kaposi's sarcoma herpesvirus LANA C-terminal domain (residues 932-1162) DNA binding | inhibition, % at 9 µM | 340,000 tested, 0.078% active;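 active = highest replicate inhibition at or above 60% at 9 µM, even if other replicates fall short; inactive = all replicates below 60% inhibition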;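 note: 0% = neutral control wells and 100% = 4 µM acridine orange control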
CAL PDZ FP-2 = CAL PDZ peptide-binding inhibitors, primary screen, biochemical, fluorescence polarization, Cer-tagged CAL PDZ, HTS | Golgi-associated PDZ and coiled-coil motif-containing protein (Homo sapiens), Q9HD26 | purified CAL PDZ, TMR-peptide fluorescence polarization, 1 h | inhibition, % at 20 µM | 330,000 tested, 0.02% active | AID 504414, 2011;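 active = highest replicate inhibition of at least 40%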;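 note: plate controls were DMSO neutral control wells for no effect and unlabeled competitor peptide control wells for full effect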
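material = purified tagged CAL PDZ domain construct (CerCALP) | compound dosing = 20 µM, one dose | times = 1 h at RT | measured by = fluorescence polarization from S- and P-plane intensities, G-factor corrected | read-out = inhibition from polarization loss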
Keap1 Nrf2 FP = Keap1-Nrf2 protein-protein interaction inhibitors, primary screen, biochemical, fluorescence polarization, single point. Kelch-like ECH-associated protein 1 (Homo sapiens), Q14145. Keap1 Kelch-Nrf2 peptide fluorescence polarization, 1536-well. inhibition, % at 9.4 µM. 340,000 tested, 0.15% active; in the data active = inhibition above about 12%;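 note: human Keap1 Kelch domain with fluorescein labeled Nrf2 9mer peptide probe; 0% = neutral control wells and 100% = peptide positive control; higher means more block of Keap1 binding to Nrf2 peptide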
PKA-R2B activ = activators of PKA-R2B holoenzyme, primary screen, biochemical, fluorescence polarization, Cy5-IP20, human; cAMP-dependent protein kinase catalytic subunit beta (Homo sapiens) + cAMP-dependent …; PKA-R2B holoenzyme dissociation; R2B truncated from residue 108, S112A mutant; 0% DMSO only, 100% 113 µM cGMP; activation, % at 11.4 µM; 340,000 tested, 0.079% active; AID 504700, 2011;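 active = activation above a cutoff set at the mean over all compounds plus 3 SD, cut at about 18% in these data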;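 note: higher means more holoenzyme dissociation and a rise in polarization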
Target sequence (P31323 whole entry, looked up, other chains not shown, the tested form may be a part): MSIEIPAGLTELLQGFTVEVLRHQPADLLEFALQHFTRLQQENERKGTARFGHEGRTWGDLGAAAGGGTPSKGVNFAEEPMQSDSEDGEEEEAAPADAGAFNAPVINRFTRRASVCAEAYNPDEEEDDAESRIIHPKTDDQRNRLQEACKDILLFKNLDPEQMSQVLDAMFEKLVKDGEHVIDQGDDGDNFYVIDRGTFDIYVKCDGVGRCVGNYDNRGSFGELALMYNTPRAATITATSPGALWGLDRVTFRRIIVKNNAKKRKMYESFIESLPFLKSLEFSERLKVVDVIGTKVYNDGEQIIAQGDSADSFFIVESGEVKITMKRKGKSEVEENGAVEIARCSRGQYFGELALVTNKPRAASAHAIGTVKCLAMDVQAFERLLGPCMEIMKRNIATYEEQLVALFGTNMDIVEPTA
Numbers without * were called inactive; / = not tested or not shown; & = joins results of further samples; ! = not active in a repeat.

Each structure is followed by: cardiac RTF act, SR-BI DiI-HDL act, Rtt109 HAT inh, Cardiac RTF inh, DAGLB inhibitor, CAL PDZ FP-1, LANA DNA inh, CAL PDZ FP-2, Keap1 Nrf2 FP, PKA-R2B activ
> COc1ccc(NC(=S)NN2CCN(C)CC2)cc1
→ 6, 30, -2, -9, -2, -2, 2.7, 0.3, -9, 2
> C=CCSc1nnc(Cn2c(=O)sc3ccccc32)n1C
→ -6, 4, 2, -2, -1, -1, 1.4, 0.2, 0, 0
> COc1cccc(CN(C)C(=O)Cc2ccc(OC)c(S(=O)(=O)N3CCOCC3)c2)c1
→ -7, -3, -5, 1, -4, -2, 1.7, -3.2, -5, -14
> COc1ccc(-n2nc(C(=O)NCC(=O)N3CCC(C)CC3)c3ccccc3c2=O)cc1
→ -5, 5, 1, 2, -1, 47*, 1.3, -1.7, 3, 3
> O=C(NCCc1cccc(Cl)c1)c1cccc([N+](=O)[O-])c1
→ -3, -21, 6, -11, -2, -2, 0.1, -0.4, 3, -14
> Cc1ccc(C(=O)N2CCN(c3ccc(NC(=O)CSc4ccc(Cl)cc4)cc3)CC2)cc1
→ -4, -46, 2, -9, -2, -3, -1.6, -0.4, 0, -2
> CCCCOC(=O)/C(=C/c1cn(C)c2ccccc12)NC(=O)c1ccc(OC)cc1
→ 1, -14, -4, -1, 1, /, 2.1, 1.1, 0, 12
> Cc1ccc(NC(=O)C[n+]2ccccc2)cc1[N+](=O)[O-]
→ 1, 14, -9, 1, 3, -5, -1.6, 0.1, 1, 13
> O=C(CCCNS(=O)(=O)c1cccc2nsnc12)NCc1ccc(Cl)cc1
→ -10, -1, -8, 10, -1, -2, 1.3, -1.1, -1, 3
> COc1cccc(NC(=O)N(CCCN2CCOCC2)C(C)c2cc3cccc(OC)c3o2)c1 (stereo unspecified)
→ -3, -8, 4, 5, 0, -3, 1.4, -0.6, -3, -2
> CCCNc1cc(C)oc(=O)c1C(=O)CCC
→ 6, -6, -23, -3, -2, -3, 0.3, -2.2, -7, -2
> CC(=O)N1CCN(CCS(=O)(=O)c2ccc(Br)cc2)CC1
→ 5, 7, -9, -5, 0, -2, 0.4, 0.8, -6, 3
> COC(=O)c1cc(NC(=S)Nc2cc(Cl)cc(Cl)c2)cc(C(=O)OC)c1
→ -2, -86, -2, 0, -3, -4, 1.1, -3.1, -1, 2
> COc1cc(C(=O)Nc2ccc3nc4n(c(=O)c3c2)CCCC4)ccc1Br
→ 7, -23, -2, -4, 0, -4, 0.8, -4.8, -7, 0
> CCCCN(CC(=O)NC1CCCC1)C(=O)C(=O)Nc1ccc2c(c1)OCCO2
→ 0, 9, 1, -22, -1, -3, 1.1, -2.2, -4, -7

Later entries.
Each structure is followed by: cardiac RTF act, SR-BI DiI-HDL act, Rtt109 HAT inh, Cardiac RTF inh, DAGLB inhibitor, CAL PDZ FP-1, LANA DNA inh, CAL PDZ FP-2, Keap1 Nrf2 FP, PKA-R2B activ
> O=C(O)c1cc(N=Nc2c(O)[nH]c3ccc([N+](=O)[O-])cc23)ccc1Cl
→ 0, 0, 0, -5, 3, 1, -2.3, 1.5, -3, -1
> O=C(COC(=O)C1CCC1)NC(=O)c1ccccc1
→ -7, 12, -4, -5, 0, -4, 1.6, -2.3, 0, -6
> CN1C(C(=O)NCc2cccs2)=CC(c2ccc(F)cc2)=NS1(=O)=O
→ 3, 27, 0, -9, -1, 8, -0.2, -1.4, -8, -1
> O=C(Oc1ccc(Cl)c2cccnc12)C12CC3CC(CC(C3)C1)C2
→ 4, -4, 5, -8, -15, -3, 0.5, -0.3, -7, 1
> Nc1nc(SCC(=O)Nc2ccc(OC(F)(F)F)cc2)[nH]c(=O)c1NC(=O)c1ccc(Br)o1
→ 3, 7, 5, -3, -2, 3, 0.8, -1.2, -1, 13
> CC(C)NC(=O)CCCc1cn(C)c2ccccc12
→ -1, 1, -9, -8, 0, -10, -0.9, -2.5, 1, 1
> CN1Cc2c(N)cccc2C(c2ccccc2)C1 (stereo unspecified)
→ 31*!, 4&9, -8&13, -15&-22, -1&1, -3&-1, 7.6&10, 0.0&0.0, 3&4, -4&3
> Cc1nnc(NC(=O)CSc2nccn2-c2cccc(C)c2C)s1
→ -1, 14, 13, -3, 2, /, 1.1, -0.7, -2, -4
> CC(=O)N1c2ccc(S(=O)(=O)N3CCCCC3)cc2CC1C(=O)NCc1cccc(Cl)c1 (stereo unspecified)
→ -3, -16, -10, 1, -1, 4, -0.1, -1.4, -5, -6
> CCN(CC(=O)Nc1ccc(OC)cc1)C(=O)c1ccc2[nH]c3c(c2c1)CC(C)CC3 (stereo unspecified)
→ 0, -32, 8, -14, -2, 10, 0.2, 1.0, 1, 7
> Cc1ccc(CN2CCN(Cc3cnc(N4CCOCC4)s3)CC2CCO)cc1 (stereo unspecified)
→ -5, /, -9, -13, -3, -1, -0.6, -1.9, -1, 0
> O=C(CCCOc1ccccc1)Nc1cccc(S(=O)(=O)N2CCOCC2)c1
→ 2, /, 1, 5, 0, -4, 4.1, -1.6, 0, -14
> O=C(CSc1ccc2nnc(-c3cccnc3)n2n1)Nc1ccccc1C(F)(F)F
→ 3, 3, -3, -11, 1, -8, 0.0, -0.9, -2, 3
> COc1cccc(/C=C2\N=C(c3c(-c4ccccc4)noc3C)OC2=O)c1OC
→ -2, -7, -2, -1, 1, -2, -0.8, -0.6, -2, 7
> Cc1n[nH]c(C)c1N=Nc1cc(Cl)ccc1Cl
→ 0, 10, -1, -19, 12, 1, 1.2, -1.4, -1, -5

The final four entries of the part before lead into the next:
Each structure is followed by: cardiac RTF act, SR-BI DiI-HDL act, Rtt109 HAT inh, Cardiac RTF inh, DAGLB inhibitor, CAL PDZ FP-1, LANA DNA inh, CAL PDZ FP-2, Keap1 Nrf2 FP, PKA-R2B activ
> O=C(CCCOc1ccccc1)Nc1cccc(S(=O)(=O)N2CCOCC2)c1
→ 2, /, 1, 5, 0, -4, 4.1, -1.6, 0, -14
> O=C(CSc1ccc2nnc(-c3cccnc3)n2n1)Nc1ccccc1C(F)(F)F
→ 3, 3, -3, -11, 1, -8, 0.0, -0.9, -2, 3
> COc1cccc(/C=C2\N=C(c3c(-c4ccccc4)noc3C)OC2=O)c1OC
→ -2, -7, -2, -1, 1, -2, -0.8, -0.6, -2, 7
> Cc1n[nH]c(C)c1N=Nc1cc(Cl)ccc1Cl
→ 0, 10, -1, -19, 12, 1, 1.2, -1.4, -1, -5
> O=C(Oc1cccnc1)c1ccccc1[N+](=O)[O-]
→ -3, 21, -1, 3, 3, -5, 0.4, -2.5, -4, 3
> Fc1ccccc1-c1nc(NCc2ccco2)c2ccccc2n1
→ -5, -13, /, -11, -2, 1, -0.2, -3.0, 2, -10
> Cc1cccc(C)c1N1CCN(CCn2c(=S)[nH]c3ccccc3c2=O)CC1
→ -1, /, 1, 0, 0, -10, 0.1, -0.2, 4, -1
> Cc1cc(Nc2ccc(F)c(Cl)c2)n2ncnc2n1
→ 9, 14, 2, -2, -1, /, 0.7, -1.4, 0, 1
> O=C(c1ccc(OCC2CCCO2)cc1)N1CCN(S(=O)(=O)c2cccc(F)c2)CC1 (stereo unspecified)
→ -1, 15, 7, -25, -2, /, 4.2, -1.4, -1, -6
> COc1cccc2cc(C(=O)OC3CCN(C)CC3)c(=O)oc12
→ -7, 18, 12, 1, 1, /, 0.2, 0.5, -2, -10
> Cc1cccc(C(=O)N2CCCC(CCC(=O)N3CCN(c4ccccn4)CC3)C2)c1 (stereo unspecified)
→ -1, 8, -1, -12, 0, -2, 0.9, -2.0, -1, -14
> CCC(C)(C)C1CCC(=NNC(=O)c2ccoc2C)CC1 (stereo unspecified)
→ 1, 5, 4, -5, 1, -1, -4.2, -2.2, 2, 2
> Cc1ccc2[nH]c3c(c2c1)CN(C(=O)CN1CCN(c2ccccn2)CC1)CC3
→ 13, -19, -5, -12, 0, -2, 4.2, -2.0, 6, 0
> CCOc1ccccc1CNC(=O)CCCC(=O)n1nc(C)c2ccccc21
→ 4, -13, 1, -12, -7, /, -1.0, -0.4, -2, 0
> CC[C@@H](C)[C@@H]1CN([C@@H](C)CN2CCC[C@H]2CN2C(N)=NC[C@H]2C(C)C)C(=N)N1CCc1ccc(Cl)c(Cl)c1
→ -5, 7, -15, -2, -1, 5, 0.4, -0.8, -3, -3
> CCOC(=O)C1CCCN(Cc2ccccc2F)C1 (stereo unspecified)
→ -3, 2, -4, 0, 1, -1, -0.4, -1.0, -3, 0
> Cc1cc(C)nc(N/N=C/c2ccccc2OCc2ccccc2)n1
→ -6, 13, -10, -12, 0, 5, -1.6, -0.2, -1, -2
> COc1ccc(C(=O)NCCc2nnc(SCC(=O)Nc3ccccc3C(C)C)n2C)cc1
→ -8, -2, -8, 2, -2, -2, 0.0, -0.2, -4, -16
> Cc1cccc(N(C(=O)c2snc(C(N)=O)c2N)C(C(=O)NCC2CCCO2)c2cccs2)c1 (stereo unspecified)
→ -2, -1, 41, 10, 1, -5, -0.8, -1.5, 0, 1
> CC(=O)Nc1ccc(NCN2C(=O)C3C4CCC(C4)C3C2=O)cc1 (stereo unspecified)
→ 0, 36, 6, -3, 2, -7, -1.3, -0.9, 0, 4
> O=c1nc(Nc2ccc([N+](=O)[O-])cc2)[nH]c(=O)[nH]1
→ -3, 13, -1, -7, -1, -4, -1.5, 0.4, 6, -6
> COc1cccc(NC(=O)NC2CCCCCCC2)c1
→ 0, -11, 17, -4, 0, -6, 5.4, -0.1, 0, 2

Taken from above.
Reading for `Fc1ccccc1-c1nc(NCc2ccco2)c2ccccc2n1` in Keap1 Nrf2 FP: 2
Reading for `Cc1cccc(C(=O)N2CCCC(CCC(=O)N3CCN(c4ccccn4)CC3)C2)c1` (stereo unspecified) in Cardiac RTF inh: -12
